SIRT5 block: sirtuin-5 (human) deacylase inhibition | AID 652115 | Q9NXA8 | inhibition, % at 15 µM | Purified SirT5, succinyl-peptide AMC, trypsin-coupled fluorescence | 1.1% of 330,000 active; in the data active = inhibition above about 15%; inconclusive = no clear call, values can overlap the other calls
Target sequence (Q9NXA8 whole entry, looked up): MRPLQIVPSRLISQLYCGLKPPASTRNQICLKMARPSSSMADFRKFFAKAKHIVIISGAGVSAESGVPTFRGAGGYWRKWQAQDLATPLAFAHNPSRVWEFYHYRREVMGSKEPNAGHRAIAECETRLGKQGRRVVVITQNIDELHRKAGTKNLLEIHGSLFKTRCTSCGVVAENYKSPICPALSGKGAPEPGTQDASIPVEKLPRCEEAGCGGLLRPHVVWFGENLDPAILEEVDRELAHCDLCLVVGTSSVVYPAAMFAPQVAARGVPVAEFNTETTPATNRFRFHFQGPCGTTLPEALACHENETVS
PAX8 inh HTS: inhibitors of PAX8 transcriptional activity in RMG-I cells; 1.2% of 360,000 active; inhibition, % at 12.6 µM; RMG-I TPO-luciferase reporter, SteadyGlo, 24 h; AID 652154;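 active = mean replicate inhibition at least 60% with every replicate also reaching 60%; inconclusive = only one of the two criteria is met; inactive = mean below 60% and not all replicates reaching 60%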;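 note: luciferase light reporting Pax8 driven TPO promoter activity; plate controls were median of neutral control wells for no effect and mitoxantrone controls for full effect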
Casp6 inh: inhibitors of human caspase-6; 0.53% of 350,000 active; AID 686996; inhibition, % at 12.5 µM; purified caspase-6, Z-VEID-R110 cleavage fluorescence; P55212;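 active = mean inhibition across replicates at least about 35%, with every replicate also reaching that limit, limit read from the data; inconclusive = only one of the two criteria met; inactive = neither criterion met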;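 note: 0% = median of neutral control wells and 100% = no fluorescence left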
Target sequence (P55212 24-179 limits assumed): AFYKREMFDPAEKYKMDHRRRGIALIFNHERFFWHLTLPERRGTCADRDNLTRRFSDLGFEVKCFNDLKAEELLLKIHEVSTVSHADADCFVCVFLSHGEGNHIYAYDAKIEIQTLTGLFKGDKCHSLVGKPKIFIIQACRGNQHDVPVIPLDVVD
Target sequence (P55212 194-293 limits assumed): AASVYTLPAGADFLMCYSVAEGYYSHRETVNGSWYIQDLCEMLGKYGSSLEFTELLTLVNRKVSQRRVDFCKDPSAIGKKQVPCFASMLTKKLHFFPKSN
LGR2 antag: blocks bursicon-induced cAMP signaling via Drosophila LGR2 | 0.35% of 380,000 active | inhibition, % at 9.99 µM | AID 720647 | HEK293 LGR2, CRE-luciferase, bursicon-stimulated, 4 h;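 active = drop in luminescence signal, shown as inhibition above about 50% in the replicate tests, limit read from the data, passing the limit was not always enough; inconclusive = probably only some replicates passing the limit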;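 note: agonist challenge used bursicon conditioned medium at about half maximal strength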
EWS-Fli block: blocks EWS/Fli oncoprotein-driven transcription; AID 651661; inhibition, % at 12.6 µM; 0.67% of 350,000 active; A673 NR0B1-luciferase reporter, viability-normalised;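 active = mean inhibition of at least 50% after viability correction, with every replicate also passing that limit; inconclusive = mean reaches 50% but only one of two replicates passes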;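 note: firefly luciferase signal divided by Alamar Blue viability fluorescence both relative to DMSO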
DENV2 CPE rescue: DENV2-induced cell death inhibition. DENV2-infected cells, cytopathic effect rescue, plate reader. CPE inhibition, % at 9.99 µM. 1.7% of 350,000 active. AID 651640; in the data active = CPE inhibition above about 20%, passing the limit was not always enough; inconclusive = no clear call, values can overlap the other calls; tested in BHK-21 cells;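 note: 0% = median of neutral control wells and 100% = median of positive control wells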
ARNT-TACC3 inh: ARNT/TACC3 interaction disruption | inhibition, % at 9.99 µM | AlphaScreen His-ARNT PAS-B/GST-TACC3 binding, luminescence; TACC3 fragment carries E629A point mutation | 0.66% of 390,000 active;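 active = mean inhibition of replicates at least 50% and at least half of replicates each reaching 50%; inconclusive = half or more replicates reach 50% but mean below 50%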;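 note: 0% = complete ARNT plus TACC3 wells and 100% = ARNT alone without TACC3; many hits fall short of the cut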
* = called active by the depositor; u = inconclusive; x = not tested or not shown; & = joins results of further samples.

Below each compound: SIRT5 block	PAX8 inh HTS	Casp6 inh	LGR2 antag	EWS-Fli block	DENV2 CPE rescue	ARNT-TACC3 inh
> COCc1cc(CN(C)C(=O)C2CCC(=O)N(Cc3cccc(OC)c3)C2)[nH]n1 (configuration not stated)
  -4	11	1	18	x	-4	-5
> COc1ccccc1C(=O)N1CCN(Cc2c[nH]c3ccccc23)CC1
  -4	36	x	-6	21	-2	-5
> Cc1ccc(-c2cnc3c(c2)C(=O)N([C@@H](C)CO)C[C@@H](C)[C@@H](CN(C)C(=O)Cc2ccncc2)O3)cc1
  9	x	-3	1	-6	1	-7
> CC(C)NC(=O)N[C@@H]1C=C[C@H](CC(=O)O)O[C@H]1CO
  7	3	2	8	6	u	-8
> Cc1ccc(S(=O)(=O)N(C)c2ccc(C(=O)Nc3cccnc3)cc2)cc1
  0	-20	1	22	x	11	12
> O=C(NN1C(=O)c2ccccc2C1=O)c1ccccc1[N+](=O)[O-]
  -2	-1	0	x	2	9	4
> Cc1ccc(NC(=O)Cc2cccs2)cc1Cl
  0	-53	-1	-16	-82	-5	2
> CC(=O)N(C)C[C@H]1Oc2ncc(-c3cccnc3)cc2C(=O)N([C@@H](C)CO)C[C@@H]1C
  -3	x	-4	27	-8	-3	-3
> O=C(OCC1CCNCC1)c1ccc2c(c1)OCO2
  -1	-17	-5	0	9	3	3
> COc1ccc(NC(=O)CN(C)C(=O)CCCc2nc3ccccc3s2)cc1
  -2	-14	1	-5	-24	4	-2
> Cc1cccc(NC(=O)Nc2ccccn2)c1C
  -2	-68	-4	-53	-94	0	16
> CC(Oc1ccc(Cl)cc1Cl)C(=O)NCCCN1CCOCC1 (configuration not stated)
  2	9	2	18	-1	62*	-9
> CCOC(=O)Cc1nn(CC)c(=O)c2ccccc12
  -4	9	-3	-16	4	-8	-4
> O=C(C[C@@H]1CC[C@@H]2[C@H](COC[C@H](O)CN2Cc2cccc(Cl)c2)O1)Nc1nccs1
  1	1	1	14	-5	-6	3
> O=C(c1ccc(Cl)cc1)n1cnc2ccccc21
  4	-12	-2	7	6	-10	-10
> CCC(=O)N1CCc2cc(Br)c(S(=O)(=O)CCC(=O)NCCOC)cc21
  -4	3	0	-3	-4	15	-4
> C[C@H]1CN([C@@H](C)CO)C(=O)c2cc(NS(=O)(=O)c3cn(C)cn3)ccc2O[C@@H]1CN(C)Cc1ccc(Cl)c(Cl)c1
  -2	5	2	-4	5	18	-3
> CCN1CCN(c2nc(Nc3ccc(C)c(C)c3)nc(N)c2[N+](=O)[O-])CC1
  x	-9	x	-5	x	x	18
> Cc1ccc(-c2ccc([C@@H]3[C@H](CO)N4C(=O)CN(C(=O)c5ccccc5)C[C@@H]34)cc2)cc1
  1	28	-2	-5	-8	0	x
> COc1ccc(CC(=O)NNC(=O)c2ccc(NC(C)=O)cc2)cc1
  -2	-30	2	-20	-4	4	-23
> Cc1ccccc1-c1cc2nc(NCc3cccnc3)n(C)c(=O)c2s1
  0	13	5	-3	3	-3	x
> CN1CCN(c2nc(-c3ccccc3)nc(-c3ccccc3)c2C#N)CC1
  -9	15	0	-17	4	x	4
> Cc1c(CN2CCC(CO)(CCOc3ccccc3)CC2)c(=O)n(-c2ccccc2)n1C
  -4	13	-2	2	3	3	-11
> CC(C)Cc1nnc(NC(=O)CCC(=O)Nc2ccc(Cl)cc2)s1
  -2	-9	0	9	x	0	-5
> CCOC(=O)c1cnc2ccccc2c1Nc1cc(C(=O)O)ccc1C
  -1	26	2	-1	9	1	-3
> C[C@@H]1CN([C@@H](C)CO)C(=O)c2cccc(NS(=O)(=O)c3ccccc3)c2O[C@H]1CN(C)C(=O)Nc1ccccc1
  -1	-7	0	-2	-5	13	4
> Cc1cc(C)c(C)c(S(=O)(=O)NCC(=O)Nc2ccc(F)cc2)c1C
  6	12	-1	16	11	1	6
> CN(C)C(=O)c1ccc(-c2ccc(C3[C@@H]4CN(S(=O)(=O)c5ccc(F)cc5)C[C@H]3N4)cc2)cc1 (some centres not stated)
  0&0	-9&5	-1&0	4&-2	11&3	-7&-5	x
> CCCCCCNC(=O)CCCCCNS(=O)(=O)c1ccc(Br)cc1
  -7	9	-1	8	-13	x	-1
> N#C[C@@H]1[C@H](c2ccccc2)[C@@H](CO)N1C(=O)CCN1CCCCC1
  x	-34	1	4	-6	-1	-3
> COC(=O)C[C@@H]1CC[C@H]2[C@@H](COc3ccc(NC(=O)Nc4cccc(C#N)c4)cc3C(=O)N2C)O1
  10	-10	2	0	-18	-8	x
> CCOC(=O)C1=C(COC(=O)Cc2ccc(Br)cc2)NC(=O)NC1C (configuration not stated)
  1	9	1	2	-6	1	0
> COc1cc(/C=C/C(=O)Nc2ccc3nc4n(c(=O)c3c2)CCCC4)cc(OC)c1OC
  -1	13	0	42	26	-2	22
> COc1ccc(NC(=O)Nc2ccc3c(c2)C(=O)N([C@H](C)CO)C[C@@H](C)[C@H](CN(C)CC2CCCCC2)O3)cc1
  -5	-5	3	2	0	-6	9
> CCOC(=O)C1=C(C)N(CCCC(=O)O)C(=O)NC1c1cc2ccccc2c2ccccc12 (configuration not stated)
  x	-3	4	-24	-8	-4	x
> CC=Cc1ccc2n(c1=O)C[C@@H]1[C@@H](CO)[C@H](C(=O)NCC3CC3)[C@H]2N1S(=O)(=O)c1cn(C)cn1 (mixture of isomers)
  -50	12	0	3	-4	12	-9
> CCn1nc(CC(C)C)cc1C(=O)N1CCCC(Nc2ccc(OC)cc2)C1 (configuration not stated)
  -4	10	1	0	x	3	-3
> CCN(C(=O)COC(=O)c1ccc2ccccc2c1)c1c(N)n(Cc2ccccc2)c(=O)[nH]c1=O
  -7	6	0	1	4	4	8
> Cc1ccc(S(=O)(=O)N2CCC(=O)N(C(COCc3ccc(C(F)(F)F)cc3)Cc3ccccc3)CC2)cc1 (configuration not stated)
  x	25	0	7	13	1	-13
> CN(Cc1ccc(F)cc1)S(=O)(=O)c1ccc2[nH]c(=O)[nH]c2c1
  0	0	1	11	2	-8	x
> O=C(CN1c2ccccc2S(=O)(=O)c2ccccc21)NCc1ccc(F)cc1
  -2	5	-1	-3	x	-3	2
> O=[N+]([O-])c1ccc(COc2ccccc2CO)cc1
  0	-80	2	-37	-54	u	x
> C[C@@H]1CN([C@@H](C)CO)C(=O)c2cccc(N(C)C)c2O[C@@H]1CN(C)Cc1ccc(C(F)(F)F)cc1
  0	-3	0	6	3	8	4
> C[C@@H]1CN([C@H](C)CO)C(=O)c2cc(NC(=O)Nc3ccccc3)ccc2O[C@@H](C)CCCCO[C@@H]1CN(C)C(=O)NC1CCCCC1
  2	13	-1	5	-2	-14	-4
> Cc1noc(C)c1NC(=O)Nc1ccc2c(c1)CC(=O)N([C@@H](C)CO)C[C@@H](C)[C@H](CN(C)C(=O)Nc1cccc3ccccc13)O2
  -6	20	x	-5	-8	x	8
> COc1ccc(S(=O)(=O)Nc2cc(S(=O)(=O)c3ccccc3)c(O)cc2C)cc1
  -6	-62	2	6	1	-1	1
> COc1ccc(NC(=O)Nc2ccc3c(c2)C(=O)N([C@@H](C)CO)C[C@@H](C)[C@@H](CN(C)C(=O)Nc2ccccc2)OCCCC[C@H](C)O3)cc1
  4	-6	-2	-11	-14	5	1
> O=S1(=O)c2cc(Cl)ccc2N2CC[C@H](C2)N1Cc1ccc(Cl)c(Cl)c1
  -3	16	-1	13	3	-13	x
> O=C(NCC1CCCO1)c1cc2cc(Cl)ccc2[nH]1 (configuration not stated)
  -5	-52	-2	-6	-54	7	6
> CCOc1cc(/C=C/C(=O)c2ccc3c(c2)OCCO3)ccc1OCC(=O)N(C)C
  -2	45	3	3	11	-4	8
> CO[C@@H](CN(C)C(=O)c1ccc2c(c1)OCO2)[C@@H](C)CN([C@@H](C)CO)S(=O)(=O)c1ccc(F)cc1
  x	x	1	-3	-8	0	-7
> COc1ccc(C2c3[nH]c4ccccc4c3CCN2C(=O)c2ccc(=O)n(C)n2)c(F)c1 (configuration not stated)
  x	-6	5	5	9	-4	0
> O=C(CN(C(=O)c1nsc(Cl)c1Cl)c1cccc(F)c1)NC1CCCC1
  0	-3	3	17	7	-5	3
> O=C(c1cccc(F)c1)N1CCCCN2[C@H](CO)[C@@H](c3ccc(-c4cccnc4)cc3)[C@@H]2C1
  0	13	0	39	x	-8	-7
> O=C(Nc1cccc2ccccc12)c1csc(COCCO)n1
  -8	-7	2	4	-6	-4	x
> CCCn1nnc(NC(=O)c2ccc(OC)cc2)n1
  4	-121	0	x	x	x	x
> COc1ccc(C)cc1NC(=O)Nc1cccc(C(=O)O)c1
  11	12	0	-9	-8	-3	-2
> C=CCNC(=O)/C(C#N)=C/c1cc(Br)ccc1OC
  2	19	4	31	-17	0	-3
> O=C(Cn1nnc(N2CCCCC2)n1)NN=Cc1ccccc1O
  x	5	-6	-17	-1	u	x
> CC(C)NC(=O)N(C)C[C@@H]1Oc2ccc(NS(=O)(=O)c3cn(C)cn3)cc2CC(=O)N([C@@H](C)CO)C[C@H]1C
  -5	6	1	4	-2	18	-7

(listing goes on)
Below each compound: SIRT5 block	PAX8 inh HTS	Casp6 inh	LGR2 antag	EWS-Fli block	DENV2 CPE rescue	ARNT-TACC3 inh
> O=C(O)c1ccc(NS(=O)(=O)c2ccc(NC(=O)c3ccccc3Cl)cc2)cc1
  -7	-9	1	7	1	0	-13
> Cc1ccc(NC(=O)c2ccc(S(=O)(=O)NCc3ccco3)cc2)cc1
  -3	-20	0	-3	-21	-1	x
> CCCCN=Cc1c(C)[nH]n(-c2ccccc2)c1=S
  -2	0	4	5	5	-2	x
> Cc1ccccc1NC(=S)NC1(C)CCS(=O)(=O)C1 (configuration not stated)
  -6	-1	-1	8	-5	x	-10
> COc1ccc([Si](C)(C)[C@@H]2[C@@H](CCO)O[C@]3(C(=O)N(Cc4ccccc4)c4ccc(N5C(=O)c6cccc7cccc5c67)cc43)[C@H]2C)cc1
  7	88*	-1	x	0	-3	29
> CCC(C)Sc1ccc([C@H]2N[C@@](C)(C(=O)OC)[C@H]3C(=O)N(CC)C(=O)[C@@H]23)cc1OC (some centres not stated)
  x	-1	3	22	-16	-20	-5
> CN(CC(=O)Nc1cccc(C(F)(F)F)c1)C1=NS(=O)(=O)c2ccccc21
  -1	-4	2	x	2	8	-1
> O=C(C1CCN(Cc2ccc(F)cc2)CC1)N(CCc1ccccc1)Cc1ccccc1
  x	1	x	3	x	x	8
> CCOC(=O)C(C)Oc1cccc2c(=O)n(CC(=O)N3CCN(C(=O)OCC)CC3)ccc12 (configuration not stated)
  1	18	1	12	6	-1	-3
> CCN1[C@@H]2Cn3c(ccc(C4=CCCC4)c3=O)[C@H]1[C@@H](C(=O)N[C@H](C)c1ccccc1)[C@@H]2CO
  -2	-7	-2	-13	4	-9	-9
> C[C@H](CO)N1C[C@H](C)[C@H](CN(C)S(=O)(=O)c2cn(C)cn2)Oc2ccc(NC(=O)Nc3cccc4ccccc34)cc2C1=O
  2	x	-2	13	2	14	-1
> OCCN1CCN(c2cc(C(F)(F)F)nc3c(F)cccc23)CC1
  1	18	7	1	2	u	3
> O=S(=O)(c1cccs1)N1CCN(S(=O)(=O)c2cccs2)CC1
  9	6	2	17	4	u	-20
> O=C(CCc1nnc(-c2ccccc2)o1)NC1CCCCC1
  0	-74	-6	-29	-70	4	-2
> CCOC(=O)c1cnc(SCC(=O)N2CCOCC2)nc1N
  -4	-4	0	-38	-18	6	-7
> C=CCNC(=S)N/N=C/c1ccc(-c2ccc(Cl)cc2Cl)o1
  -5	8	2	-5	22	-8	-1
> C[C@@H]1CCCCO[C@H](CN(C)Cc2ccc3c(c2)OCO3)[C@@H](C)CN([C@H](C)CO)C(=O)c2cc(NS(=O)(=O)c3cccs3)ccc2O1
  x	-12	x	-7	-5	-1	6

Structural class, the entries above with a furan ring, fused or not (two)
Below each compound: SIRT5 block	PAX8 inh HTS	Casp6 inh	LGR2 antag	EWS-Fli block	DENV2 CPE rescue	ARNT-TACC3 inh
> Cc1ccc(NC(=O)c2ccc(S(=O)(=O)NCc3ccco3)cc2)cc1
  -3	-20	0	-3	-21	-1	x
> C=CCNC(=S)N/N=C/c1ccc(-c2ccc(Cl)cc2Cl)o1
  -5	8	2	-5	22	-8	-1
